Source: PubChem BioAssay (Small Molecule Screening Facility, UW Madison)
PriA SSB inh – blocks PriA binding to SSB C-terminal tail; AlphaScreen SSBct-PriA binding, biotinylated peptide; inhibition, % at 33 µM; 430,000 compounds, 0.6% hits; in the data active = inhibition mostly above about 37%, no sharp cut-off; inactive = mostly below about 20%;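 also: plate controls were negative control peptide for no effect and reference peptide for full effect; strong numbers were not always called active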
Numbers without * were called inactive; & = joins results of further samples. Not all compounds are listed; rates above refer to the full screens.

SMILES	PriA SSB inh
Cc1nn(C2CCS(=O)(=O)C2)c2nc(-c3cccs3)cc(C(=O)NCCc3ccc(F)cc3)c12 (stereo not given)	-3
CC(=O)c1ccc(OCC(=O)Nc2cc(N3CCCC3)ncn2)cc1	-16
COc1ccc(CCNS(=O)(=O)c2ccc(Oc3ccccc3)cc2)cc1OC	-9
CSCC(C)(O)CNC(=O)C(=O)Nc1cccc(SC)c1 (stereo not given)	-3
CN1CCN(c2cc(NCCCO)c([N+](=O)[O-])c3nonc23)CC1	2
O=C(Cc1ccccc1)NC[C@H]1CC(=O)N(Cc2ccc(F)cc2)C1	-3
COc1cccc(C(=O)Nc2ccc3c(c2)N(C(=O)C2CC2)CC3)c1OC	-15
Cc1cc(NS(=O)(=O)c2ccc(NC(=O)c3ccccc3Oc3ccccc3)cc2)no1	1
CCOC(=O)c1c(-c2ccccc2)csc1N=CC1C(=O)CCCC1=O	-9
Nc1nc(SCC(=O)c2ccc3c(c2)OCCO3)n[nH]1	-20
CCCS(=O)(=O)N1CCN(Cc2nc(-c3ccc(F)cc3)cs2)CC1	1
NC1CCCCC1C(=O)O (stereo not given)	-25
O=C(Nc1nc(CCC(=O)N2CCN(c3ccccc3)CC2)cs1)c1ccc(=O)[nH]c1	6
CCOc1cccc2cc(C(=O)Nc3ccc(C)cc3C(=O)c3ccccc3)oc12	31
COc1ccc(C(=O)CSc2nccn(-c3ccc(Cl)cc3)c2=O)cc1OC	-13
O=C(c1ccc2n[nH]nc2c1)N1CC(S(=O)(=O)c2ccc(Cl)cc2)C1	-23
O=C(Nc1nnc(CCS(=O)(=O)c2ccccc2)o1)C1COc2ccccc2O1 (stereo not given)	15
COc1ccc(C=NNC(=O)c2ccncc2)cc1Cn1nc([N+](=O)[O-])c(Br)c1C	-7
Cc1nc2cc(NC(=O)c3ccc(OCc4nc(C5CC5)cs4)cc3)ccc2s1	-11
COC(CNC(=O)C(=O)NCC(c1cccs1)N1CCc2ccccc21)OC (stereo not given)	-14
Cc1cc(C=Nn2c(COc3ccccc3)nc3ccccc3c2=O)c(O)c([N+](=O)[O-])c1	-8
Cc1n[nH]c(C)c1-c1cc(C(=O)O)[nH]n1	-3
O=C(Nc1ncc(S(=O)(=O)c2ccc([N+](=O)[O-])cc2)s1)c1cc(Cl)ccc1[N+](=O)[O-]	11
Cc1ccc(N2C[C@@H](C(=O)NCCn3nc(-c4cccnc4)n(C4CC4)c3=O)CC2=O)cc1	-10
O=C(Nc1ccn2nccc2c1)Nc1ccccc1Cl	15

Reprinted at random: 3 entries already listed
SMILES	PriA SSB inh
O=C(c1ccc2n[nH]nc2c1)N1CC(S(=O)(=O)c2ccc(Cl)cc2)C1	-23
O=C(Cc1ccccc1)NC[C@H]1CC(=O)N(Cc2ccc(F)cc2)C1	-3
CCOC(=O)c1c(-c2ccccc2)csc1N=CC1C(=O)CCCC1=O	-9

Next section.
SMILES	PriA SSB inh
COc1cccc(C=NNC(=O)c2ccc(N(C)S(=O)(=O)c3ccccc3)cc2)c1OC	2
O=C(NCC(O)c1ccc2c(c1)CCO2)Nc1c(F)cccc1F (stereo not given)	-21
COc1ccc(Cl)cc1C(=O)N1CCC[C@@]2(C1)OC(=O)c1ccccc12	3
O=C(NN=C/C=C/c1ccc(Br)cc1)c1ccc2c(c1)OCO2	-5
O=S(=O)(NCC[C@@H](CCO)c1ccccc1)c1ccc(C(F)(F)F)cc1	-6
O=C(NCCn1nc(-c2ccncc2)c2c1CCCC2)C1(c2ccccc2)CCOCC1	-4
CC1(C)C(=O)NCCN1C(=O)C1CCCN1S(=O)(=O)c1ccc(F)cc1 (stereo not given)	-7
O=C(NN1C(=O)CSC1=S)c1c(F)cccc1F	2
CC(=O)Nc1ccc(NC(=O)[C@@H](NC(=O)N2CC3C[C@H](C2)Cn2c3cccc2=O)C(C)C)cc1	-8
COc1ncccc1C(=O)N1CCC(c2nnc(-c3ccco3)o2)CC1	-18
C=C1C2(C(=O)O)CCC(C2)C1(C)C (stereo not given)	-1
COc1cc(C=NNC(=O)c2cc3ccccc3[nH]2)ccc1O	8
COc1ccccc1/C=C1\SC(=NNC(=O)c2cccc(Br)c2)NC1=O	-5
O=C(COc1ccccc1F)NCc1cnn2ccccc12	-9
CCCc1nnsc1C(=O)N1CCC(Oc2ccc(C)nn2)CC1	-12
O=C(O)c1cccc(NS(=O)(=O)c2ccc3c(c2)OCCO3)c1	-10&-5
O=C(CSc1nnc2ccc3ccccc3n12)Nc1ccccc1F	-12&2
COc1cccc(C=NNc2nc3ccccc3n3cnnc23)c1O	-31
COc1cccc2cc(C(=O)Nc3ccc(Cl)cc3C(=O)c3ccccc3)oc12	19
O=C(NCc1ccc(C(=O)c2ccsc2)s1)NC1CCCC1	11
C=CCOc1ccccc1/C=c1\sc2nc(-c3ccc(F)cc3)nn2c1=O	-5
CCOc1cc(S(=O)(=O)n2ccc(C)n2)ccc1F	-14
O=C(/C=C\c1ccc2c(c1)OCO2)NC1CC(=O)N(c2ccc3c(c2)OCCO3)C1 (stereo not given)	-5
CCCCCNC(=O)CN1CCN(c2ccccc2)C1=O	-17
CC(C)(C)c1ccc(NC(=O)NCC#CCOc2ccccc2C(N)=O)cc1	5

The closing 3 records of the section above lead into the next.
SMILES	PriA SSB inh
O=C(/C=C\c1ccc2c(c1)OCO2)NC1CC(=O)N(c2ccc3c(c2)OCCO3)C1 (stereo not given)	-5
CCCCCNC(=O)CN1CCN(c2ccccc2)C1=O	-17
CC(C)(C)c1ccc(NC(=O)NCC#CCOc2ccccc2C(N)=O)cc1	5
CCOc1ccc(NC(=O)NCC[C@H](O)c2ccccc2)cc1	-10
CC(=NNC(=O)c1cccs1)c1cccc(NC(=O)C2CC2)c1	-12
O=C(Nc1cnc2cc(C(F)(F)F)nn2c1)c1ccco1	-3
Cc1c(-c2cccc(NC(=O)c3cccc(Cl)c3)c2)nc2ncccn12	7
O=C(C1CC1)N1CCCNCC1	-5
Cc1cnc2n(c1=O)[C@@H](CC(=O)N1CCN(c3ccc(-n4cncn4)nn3)CC1)CS2	-18
COc1ccc(SCC(=O)Nc2ccc3c(c2)C(=O)NC3=O)cc1	5
O=C(CC12CC3CC(CC(C3)C1)C2)Nc1nc(-c2ccccn2)cs1	43
CCOc1ccccc1NC(=O)c1sc(=S)n(-c2ccc(C)cc2)c1N	22
CCOc1ccc(NC(=O)C2CCCN2/C=C/C(=O)C(F)(F)F)cc1 (stereo not given)	-16
Cc1nc(C(=O)N2CCC[C@H](Oc3cccnn3)C2)cs1	-15
COc1cccc(-c2nnc(NC(=O)Cc3ccc(F)cc3)o2)c1	5
Nc1c(C(=O)N2CCCC2)sc(=S)n1-c1ccc(F)c(Cl)c1	-14
N#CC(=NNc1cccc(C(F)(F)F)c1)C(=O)c1csc(-c2cccnc2)n1	22
CCOC(=O)c1cc(C)sc1N=CC1C(=O)CCCC1=O	-8
O=C1C[C@@]2(CCN(C(=O)c3ccsc3)C2)Oc2ccccc21	-5
CC(=NNC(=O)CNC(=O)c1cccnc1)c1ccc(Cl)cc1	-6
CCOCC(=O)NC[C@](C)(OC)c1ccccc1F	-4
CCn1cc(SCC(=O)Nc2ccc3c(c2)OCCO3)c2ccccc21	17
CC(=NNC(=O)c1cccc(S(=O)(=O)N2CCCC2)c1)c1ccncc1	5
CC1CCN(S(=O)(=O)c2ccc(C(=O)Nc3nc(-c4ccccc4)cs3)cc2)CC1	5
O=C(NCC1CCN(C(=O)c2cccnc2)CC1)c1cc(Br)cs1	9
COc1ccc(Cl)cc1Nc1nn2c(=O)c3cc(C)ccc3nc2s1	-6
Cc1cc(S(=O)(=O)NCCn2nc(-c3ccncc3)ccc2=O)ccc1F	2
O=C(c1ccno1)N(CCCN1CCOCC1)c1nc2ccccc2s1	-5
Cc1nccn1-c1cc(NCCNS(=O)(=O)c2ccc(C(F)(F)F)cc2)ncn1	-9
CC(=O)c1c(C)nn(CC(=O)O)c1C	-9&0
COc1ccccc1N1CCN(CC(=O)C(C#N)c2nc(-c3ccc(Cl)cc3)cs2)CC1 (stereo not given)	-1
COC(=O)c1ccc(CSc2nnc(CCn3ccc(=O)[nH]c3=O)o2)o1	6
Cc1cc(C(=O)Nc2sc(-c3ccccc3)cc2C(N)=O)nn1C	-3

Entries listed so far that contain two or more sulfur atoms:
SMILES	PriA SSB inh
Cc1nn(C2CCS(=O)(=O)C2)c2nc(-c3cccs3)cc(C(=O)NCCc3ccc(F)cc3)c12 (stereo not given)	-3
CSCC(C)(O)CNC(=O)C(=O)Nc1cccc(SC)c1 (stereo not given)	-3
CCCS(=O)(=O)N1CCN(Cc2nc(-c3ccc(F)cc3)cs2)CC1	1
Cc1nc2cc(NC(=O)c3ccc(OCc4nc(C5CC5)cs4)cc3)ccc2s1	-11
O=C(Nc1ncc(S(=O)(=O)c2ccc([N+](=O)[O-])cc2)s1)c1cc(Cl)ccc1[N+](=O)[O-]	11
O=C(NN1C(=O)CSC1=S)c1c(F)cccc1F	2
O=C(NCc1ccc(C(=O)c2ccsc2)s1)NC1CCCC1	11
CCOc1ccccc1NC(=O)c1sc(=S)n(-c2ccc(C)cc2)c1N	22
Nc1c(C(=O)N2CCCC2)sc(=S)n1-c1ccc(F)c(Cl)c1	-14
CC1CCN(S(=O)(=O)c2ccc(C(=O)Nc3nc(-c4ccccc4)cs3)cc2)CC1	5

Four structures already listed, arranged by molecular weight, rising:
SMILES	PriA SSB inh
CCOCC(=O)NC[C@](C)(OC)c1ccccc1F	-4
Cc1nccn1-c1cc(NCCNS(=O)(=O)c2ccc(C(F)(F)F)cc2)ncn1	-9
CC1CCN(S(=O)(=O)c2ccc(C(=O)Nc3nc(-c4ccccc4)cs3)cc2)CC1	5
COc1ccccc1N1CCN(CC(=O)C(C#N)c2nc(-c3ccc(Cl)cc3)cs2)CC1 (stereo not given)	-1
